Screens from PubChem BioAssay.
Rat MKP-3 inhibitors: inhibition of rat DUSP6 enzyme activity – biochemical, in vitro, primary screen (AID 425). recombinant MKP-3 phosphatase activity, fluorescence; higher % means a stronger effect. one-dose inhibition, % at 20 µM; IC50 in µM for titrated hits. hit rate 0.17% among 110,000; in the data active = inhibition above about 50%;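 also: plate controls were vehicle for no effect and reference inhibitor for full effect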
Hsp70 displacement: small molecules displacing fluorescent ligand from Hsp70 – biochemical, fluorescence polarization, primary screen (AID 583) | hit rate 0.06% among 140,000 | displacement, % at 20 µM, or IC50 in µM where a hit was titrated | Hsp70 fluorescence polarization probe displacement, mP; higher % means a stronger effect; in the data active = displacement above about 50%;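 also: plate controls were vehicle for no effect and reference ligand for full effect; a part of the inactive calls stands beside numbers as strong as those of hits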
The depositor's hits bear a star; . = not tested or not shown; & = joins results of further samples. Not all compounds are listed; the hit share may differ from the screen's.

smiles	Rat MKP-3 inhibitors	Hsp70 displacement
O=C(CN1CCN(C(=O)N2CCOCC2)CC1)Nc1ccc(Br)cc1	-6%	0.2%
CCOc1ccc(/C=C/C2=Cc3c(sc(NC(=O)CSc4n[nH]c(N)n4)c3C#N)C(C)(C)C2)cc1	.	-25%
Cc1cc(C(=O)N2CCN(c3ccccc3)CC2)c(C)o1	.	-4.8%
Cn1c(-c2cc3ccc(OC(=O)C(C)(C)C)cc3oc2=O)nc2ccccc21	.	10%
Cc1cccc(-c2noc(CCCOc3ccc(Cl)cc3Cl)n2)c1	.	1.5%
Cc1ccc(N2C(=O)CSC2c2ccccn2)cc1Cl (stereo not given)	.	0.1%
O=C1N(Cc2ccccc2F)c2ccccc2C12OCCCO2	.	-0.6%
O=C1c2cc3ccccc3cc2C(=O)N1c1ccc(O)cc1	1%	-1.0%
COc1ccc(-c2nc(-c3ccccc3OC)no2)cc1OC	-2%	0.0%
CCN(C1CCCCC1)S(=O)(=O)c1ccc(F)cc1	-2%	-1.0%
NS(=O)(=O)c1ccc(NC(=O)N[C@@H](Cc2ccccc2)C(=O)O)cc1	2%	5.1%
COc1ccc2[nH]c(=O)c(CN(CC3CCCO3)C(=O)Nc3ccc(F)cc3)cc2c1 (stereo not given)	1%	3.3%
COc1ccc(NC(=O)c2ccc(CN3CCN(Cc4ccccc4)CC3)cc2)cc1OC	2%	1.7%
O=c1[nH]c2ccccc2nc1Cc1ccccc1	-6%	1.8%
O=C(NCc1cccnc1)c1cccc2c1C(=O)N(Cc1cccnc1)C2	.	-2.1%
O=C(Nc1ccc(Cl)cc1)[C@@H]1[C@@H]2C(=O)N(c3ccc(Cl)cc3)C(=O)[C@@H]2[C@H]2C=CC=NN21	.	-9.0%
CCC(C)c1ccc(NC(=O)CCc2ccccc2)cc1 (stereo not given)	1%	3.8%
CCOc1ccc(OCC)c(NC(=O)C(NS(=O)(=O)c2ccc3c(c2)oc(=O)n3C)C(C)C)c1 (stereo not given)	7%	-1.7%
Cc1c(Cl)cccc1NC(=O)c1cc(-c2ccccc2O)n[nH]1	.	4.0%
O=C(O)CCc1ccc(-c2cccs2)n1Cc1ccco1	-1%	1.5%
COc1ccc(CC(=O)NNC(=O)c2cccc(Cl)c2)cc1OC	1%	-4.3%
CC(C)C(=O)Nc1ccc2oc(-c3ccc(Cl)cc3)nc2c1	-3%	1.0%
Cc1cc(C)c2c(n1)nn1c(N3CCN(c4ccccc4C)CC3)cc(C)nc21	-8%	-3.8%
Nc1nonc1C(=O)NCCNCc1ccccc1OCc1ccccc1F	-7%	-0.2%
CC1=CCC2C(=O)N(c3nc4ccccc4n3C)C(=O)C2C1 (stereo not given)	-13%	-3.8%
O=C(CSc1nnc(Cc2ccccc2)n1-c1cccc(Cl)c1)N1CCOCC1	-12%	-3.0%
O=C1CN(C(=O)c2cccs2)c2ccccc2N1	-6%	0.8%
CCCCCOC(=O)c1[nH]c2c(c1C)C(=O)CC(c1ccco1)C2 (stereo not given)	-3%	.
Cc1nn2c3ccccc3nc2c2ccccc12	1%	2.9%
O=C(CCCOc1ccc(Cl)cc1Cl)Oc1ccc(Cl)cc1Cl	-3%	1.2%
Cc1nnc(C)n1/N=C/c1ccccc1Br	-4%	3.6%
O=C1c2ccccc2C(=O)N1CCCc1nc(-c2cccnc2)no1	1%	-4.4%
Cn1c(=O)c2c(nc(N/N=C/c3ccccc3Cl)n2Cc2ccccc2)n(C)c1=O	2%	-1.8%
C[C@@]12CC(=O)NC1N(C(=O)c1cccc(C(F)(F)F)c1)C(c1ccccc1OC(=O)c1cccc(C(F)(F)F)c1)C2 (stereo not given in full)	.	-1.8%
CC1(C)N=C(N)N=C(N)N1c1ccccc1	.	2.7%
Cc1nn(CC(O)Cn2c3c(c4ccccc42)CCN(C)C3=O)c(C)c1Br (stereo not given)	4%	0.6%
Clc1ccc(-c2noc(-c3ccc(Cl)cc3Cl)n2)cc1	-1%	2.0%
CCOC(=O)c1c(CN(C)C)n(C)c2ccc(OC(C)=O)cc12	-8%	1.9%
O=C(O)C1CCCN1C(=O)c1cncc(Br)c1 (stereo not given)	9%	2.1%
COc1ccc(NC(=O)c2cccnc2)c(OC)c1	-5%	14%
Cc1ccccc1NC(=O)c1ocnc1C	3%	5.0%
Cc1ccc(C(=O)Nc2ccc(NC(=O)c3ccc(Br)cc3)cc2)cc1	2%	2.6%
Cc1ccsc1C(=O)NC(C)c1ccc2c(c1)OCO2 (stereo not given)	.	-4.0%
Cc1cc(C)c2c(NCSCc3ccccc3)c(C#N)sc2n1	3%	0.9%
CS(=O)(=O)N(CC(=O)Nc1cc(Cl)cc(Cl)c1)c1ccc(Cl)cc1	-2%	2.9%
Cc1ccccc1-c1noc(-c2ccccc2C(=O)N2CCCC2)n1	-15%	0.6%
O=C(Nc1scc(-c2ccc(F)cc2)c1C(=O)O)c1ccco1	-10%	6.1%
O=C1N(c2ccccc2)C(c2ccc(Cl)cc2)N2CCCN12 (stereo not given)	4%	0.9%
O=C(Nc1cccc2nsnc12)c1cccc(OCc2ccccc2)c1	-1%	-6.2%
COc1ccc(OC)c(NC(=O)c2ccc(OCC(C)C)cc2)c1	8%	2.0%
COCCn1c(C)cc(C2=NNC(=Nc3ccccc3F)SC2)c1C	.	-8.0%
c1ccc(COc2ccc(C3Nc4cccc5cccc(c45)N3)cc2)cc1	0%	-1.0%
CC(=O)NC1C(O)CC2C3CC=C4CC(O)CCC4(C)C3CCC21C (stereo not given)	0%	-2.1%
CCC(c1nc2ccccc2c(=O)n1CCN1CCOCC1)N1C(=O)c2ccccc2C1=O (stereo not given)	.	0.2%
COc1ccc(C(=O)N(Cc2ccc(N(C)C)cc2)C2CCS(=O)(=O)C2)cc1 (stereo not given)	-12%	-2.3%
O=c1[nH]c(NCCO)nc2ncn(Cc3ccccc3)c12	0%	-2.9%&-4.1%
O=C(Nc1ccc(C(F)(F)F)cc1)c1cccnc1N1CCOCC1	.	0.7%
Cc1ccc(F)cc1NC(=O)c1cccc(N(C)C)c1	0%	-0.9%
CCc1cccc(NC(=O)Cc2cn(C)c3ccccc23)c1	.	0.1%
CC1=Nc2ccccc2/C1=C/c1sc(=N)n(-c2nccs2)c1O	.	-9.0%

Continuation:
smiles	Rat MKP-3 inhibitors	Hsp70 displacement
CCOc1cc(/C=N/n2cnnc2)cc(Br)c1O	-5%	-1.1%
Cc1ccc(CNC(=O)CN2C(=O)c3ccccc3C2=O)cc1	-1%	-0.9%
O=C(Nc1cccnc1N1CCOCC1)c1ccco1	1%	4.5%
Cc1ccc(Nc2ncnc3nc[nH]c23)cc1Cl	-4%	.
Cn1nc(-c2ccc(Cl)cc2)c2cc(C(=O)NCCN3CCOCC3)sc21	-2%	-5.0%
O=C(COc1ccccc1[N+](=O)[O-])Nc1ccc2oc(-c3cc(Br)ccc3Cl)nc2c1	4%	1.2%
COC(=O)C1=C(C)N=c2s/c(=C3\C(=O)Nc4ccccc43)c(=O)n2C1c1ccccc1 (stereo not given)	-8%	0.8%
COc1cc2c(=O)n(CC3CCCO3)c(=O)n(CC(=O)Nc3ccc(F)cc3F)c2cc1OC (stereo not given)	1%	2.0%
CCOC(=O)c1c(NC(=O)c2cncc(Br)c2)sc2c1CCC2	3%	2.3%
O=C(/C=C/c1cccc(C(F)(F)F)c1)Nc1cccc(Br)c1	3%	0.4%
Cc1ccc(NC(=O)C2CCCN2C(=O)Oc2ccccc2)cc1 (stereo not given)	-11%	-1.3%
CC(=O)Nc1ccc(Nc2nc3ccccc3nc2NS(=O)(=O)c2ccc(Cl)cc2)cc1	-2%	19%
O=C(Nc1ccc(Br)c(Cl)c1)c1ccccc1Cl	3%	0.3%
CCn1c(C)c(C(C)=O)c(SC)nc1=S	.	-1.9%
O=C(NCC(c1cccnc1)N1CCOCC1)c1cccs1 (stereo not given)	-10%	6.8%
COc1cccc(-n2c(SCC(=O)Nc3cc(C)on3)nc3ccccc3c2=O)c1	-10%	-1.9%
C[N+](C)(C)CCCC(=O)c1ccc2c(c1)OCO2	.	-2.6%
O=C(OC(C(=O)NC1CCCC1)c1ccncc1)C1=Cc2ccccc2OC1 (stereo not given)	.	12%
CCCN1Cc2cccc(C(=O)N3CCN(c4ccc(F)cc4)CC3)c2C1=O	.	-1.3%
CCC(C)(C)NC(=O)C(c1cccn1C)N(C(=O)Cn1nnc2ccccc21)c1ccc(OC)cc1 (stereo not given)	-2%	3.7%
Cn1/c(=N/N=C/c2cc(Br)ccc2O)sc2ccccc21	3%	-1.7%
Cc1cc(F)ccc1NCc1ccncc1	-4%&0%	2.2%&-2.7%
COC(=O)Cc1cc(=O)n2[nH]c(C)c(-c3ccccc3)c2n1	.	-0.1%
CC(C)OCCCNC(=O)c1ccc(NC(=O)C2CCCO2)cc1 (stereo not given)	2%	-7.1%
Cc1nc2ccccn2c1C(=O)NC1CCCCC1	-2%&-2%	0.9%&-0.1%
COc1ccc(C(=O)NCC(=O)Nc2ccc(F)cc2)cc1OC	.	4.0%
COc1ccc(OC)c(CNC(=O)C2CCCN(c3nc4ccccc4o3)C2)c1 (stereo not given)	3%	-1.5%
COc1ccc(-c2cc3ccccc3n2CC(O)CNC(CO)(CO)CO)cc1 (stereo not given)	-7%	-0.4%
Cc1cc(Cl)c(S(=O)(=O)NC2CCCC2)cc1OCC(=O)NC1CCCCC1	.	6.1%
CS(=O)(=O)N1CCC(C(=O)Nc2c(F)cccc2F)CC1	-6%	9.9%

Pulled by compound from above:
smiles	Rat MKP-3 inhibitors	Hsp70 displacement
COc1ccc(OC)c(CNC(=O)C2CCCN(c3nc4ccccc4o3)C2)c1 (stereo not given)	3%	-1.5%
O=C(CCCOc1ccc(Cl)cc1Cl)Oc1ccc(Cl)cc1Cl	-3%	1.2%
CC1(C)N=C(N)N=C(N)N1c1ccccc1	.	2.7%

Next compounds.
smiles	Rat MKP-3 inhibitors	Hsp70 displacement
COc1ccc(C(=O)NC2CC(C)(C)NC(C)(C)C2)cc1OC	0%	2.9%
O=C(Cn1c(=O)[nH]n(-c2ccccc2)c1=O)N1CCCc2ccccc21	-7%	0.2%
CCCOc1ccc(-c2ccc(-c3nc(-c4cc(OC)c(OC)c(OC)c4)no3)cc2)cc1	-1%	1.2%
CCOC(=O)CCNC(=O)c1ccccc1Br	-6%&2%	-1.0%&5.1%
N#CC1=C(N)Oc2c(ccc3cccnc23)C1c1ccc(Cl)cc1Cl (stereo not given)	3%	0.0%
Cn1nc(CC(=O)Nc2ccc3c(c2)CCC3)c2ccccc2c1=O	-1%	4.4%
CSc1nnc(NC(=O)C2CCCCC2)s1	-6%	0.0%
COc1ccc(C)cc1NC(=O)/C=C/c1ccc(Cl)cc1Cl	2%	-1.6%
O=c1c2ccccc2c(-c2ccccc2)nn1Cc1cccc(Br)c1	2%	1.1%
O=C(c1ccccc1)N1CCN(CCN2C(=O)c3cccc4cccc(c34)C2=O)CC1	-1%	2.3%
CC(=O)Nc1cc2nn(-c3ccccc3)nc2cc1Cl	-7%	-2.6%
O=S1CCCSC1c1cccnc1 (stereo not given)	-7%	2.7%
COc1ccc(/C=C2\SC(=O)N(CCc3nnc(N)s3)C2=O)cc1	2%	4.1%
CCCCOc1ccc(NC(=O)c2cncc(Br)c2)cc1	-7%	1.3%
Cc1ccc(C2C(C(=O)c3cc4ccccc4o3)=C(O)C(=O)N2CCN2CCOCC2)o1 (stereo not given)	-7%	-4.5%
COc1ccc(C(CC(=O)N2CCOCC2)C(C)C)cc1 (stereo not given)	3%	-4.9%
Fc1cccc(/C=N/N2CCN(Cc3cccc4ccccc34)CC2)c1	2%	-2.3%
COc1ccc(/C=C/C(=O)Nc2ccccc2Cl)cc1OC	-2%	2.6%
O=C1CSC(=O)N1c1cccc(O)c1	-1%	-3.1%
O=C(NCCCN1CCOCC1)c1coc2ccccc2c1=O	-4%	1.3%
CC1=C(C(=O)OC(C)C)C(/C=C/c2ccccc2)NC(=O)N1 (stereo not given)	-14%	1.9%
CC(=O)c1cccc(NC(=O)C2CCN(S(=O)(=O)c3c(C)n[nH]c3C)CC2)c1	-4%	3.4%
COc1ccccc1S(=O)(=O)Cc1ccc(C(=O)NCc2cccnc2)o1	1%	0.0%
COc1ccc(C(=O)Nc2cccc(-c3nc4ncccc4o3)c2C)cc1	.	-1.5%
CC(=O)OC(C(=O)NCc1ccc(F)cc1)c1ccccn1 (stereo not given)	.	1.5%
CC1(C)C(c2cccs2)=NC(c2ccccc2)N1O (stereo not given)	-16%	5.5%
O=C(Cn1c(NCCCO)nc2ccccc21)c1cccs1	2%&0%	0.2%&1.0%
CCNC(=O)CC1C(=O)N(C)C(=S)N1NC(=O)c1ccc(Cl)cc1 (stereo not given)	.	7.3%
COC(=O)c1ccccc1CCC(C)=O	-6%	5.7%

Full records, quoted from the list. Order of screens: Rat MKP-3 inhibitors | Hsp70 displacement
`COc1ccc(C)cc1NC(=O)/C=C/c1ccc(Cl)cc1Cl` in the list: 2% | -1.6%
`Cc1ccc(C2C(C(=O)c3cc4ccccc4o3)=C(O)C(=O)N2CCN2CCOCC2)o1` (stereo not given) in the list: -7% | -4.5%
`CCCCOc1ccc(NC(=O)c2cncc(Br)c2)cc1` in the list: -7% | 1.3%
`O=c1c2ccccc2c(-c2ccccc2)nn1Cc1cccc(Br)c1` in the list: 2% | 1.1%
